# Screening data from PubChem BioAssay.
# miR-122 sensor: blocks miR-122 activity in Huh7 sensor cells; Huh7 miR-122 Renilla luciferase sensor, 48 h; neutral wells = 0, positive control = 100; activation (reporter increase), % at 12.5 µM; hit rate 0.3% among 340,000; AID 602342;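 active = mean replicate activation score at least 90 and every replicate individually at or above 90; inconclusive = only one of the two criteria met; inactive = neither criterion met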;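 note: higher luciferase means less miR-122 activity so hits act as miR-122 inhibitors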
# DENV2 CPE: protects cells from dengue virus 2 cytopathic effect. DENV2-infected cells, cytopathic effect rescue, plate reader. CPE inhibition, % at 9.99 µM. hit rate 1.7% among 350,000; in the data active = CPE inhibition above about 20%, passing the limit was not always enough; inconclusive = no clear call, values can overlap the other calls; tested in BHK-21 cells;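 note: 0% = median of neutral control wells and 100% = median of positive control wells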
# SIRT5 block: inhibitors of human sirtuin-5 desuccinylase; Q9NXA8; Purified SirT5, succinyl-peptide AMC, trypsin-coupled fluorescence; inhibition, % at 15 µM; hit rate 1.1% among 330,000; AID 652115; in the data active = inhibition above about 15%; inconclusive = no clear call, values can overlap the other calls
# Target sequence (Q9NXA8 whole entry, looked up): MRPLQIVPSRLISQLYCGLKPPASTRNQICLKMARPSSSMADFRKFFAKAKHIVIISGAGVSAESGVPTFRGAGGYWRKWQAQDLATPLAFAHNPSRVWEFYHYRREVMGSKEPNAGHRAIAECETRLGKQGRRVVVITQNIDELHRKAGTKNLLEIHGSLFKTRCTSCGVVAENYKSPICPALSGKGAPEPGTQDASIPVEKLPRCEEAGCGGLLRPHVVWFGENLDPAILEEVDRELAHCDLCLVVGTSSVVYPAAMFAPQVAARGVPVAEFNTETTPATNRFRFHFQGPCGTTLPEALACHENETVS
# F508del corr: CFTR F508del correction in bronchial cells. CFBE cells, YFP halide quenching; stimulated with forskolin plus potentiator P3; % fluorescence drop versus neutral controls. hit rate 0.36% among 350,000. activity (quench increase), % at 7.58 µM. AID 720511;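 active = mean added fluorescence quench of at least 8% versus neutral control, with both replicates also reaching 8%; inconclusive = only one of the mean or replicate conditions met; inactive = mean below 8% and not both replicates reaching 8%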;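 note: cells transiently co-express mutant CFTR-F508del with the halide-sensitive YFP; corrector assay measuring rescue of mutant channel to the surface after 24 h compound exposure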
# ERp5 inh: inhibitors of human ERp5; ERp5 insulin aggregation, absorbance 650 nm, 90 min; inhibition, % at 9.99 µM; hit rate 0.05% among 350,000; AID 651711;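 active = mean replicate inhibition above about 25%, with every replicate also reaching it, limit read from the data, passing the limit was not always enough; inconclusive = only one of those two criteria met; inactive = neither criterion met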
# Target sequence (Q15084 whole entry, looked up): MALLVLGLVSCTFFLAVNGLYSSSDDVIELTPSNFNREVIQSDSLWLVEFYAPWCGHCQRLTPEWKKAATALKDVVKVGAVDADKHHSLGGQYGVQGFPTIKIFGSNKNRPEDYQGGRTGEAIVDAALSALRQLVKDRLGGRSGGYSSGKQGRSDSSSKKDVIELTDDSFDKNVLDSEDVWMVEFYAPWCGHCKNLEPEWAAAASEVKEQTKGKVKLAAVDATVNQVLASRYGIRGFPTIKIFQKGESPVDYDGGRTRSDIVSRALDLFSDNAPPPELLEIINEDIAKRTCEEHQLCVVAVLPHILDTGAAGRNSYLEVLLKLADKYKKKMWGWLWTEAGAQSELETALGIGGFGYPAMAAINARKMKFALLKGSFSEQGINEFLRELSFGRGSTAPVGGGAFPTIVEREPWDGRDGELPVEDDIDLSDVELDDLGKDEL
# ERAP1 HTS inh: blocks human ERAP1 aminopeptidase activity; Q9NZ08; inhibition, % at 10.7 µM; recombinant ERAP1, Leu-AMC fluorescence, 60 min; hit rate 0.15% among 340,000;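 active = mean replicate inhibition of at least 30%, or all replicates individually reaching that 30% level; inactive = mean below 30% and not every replicate reaching it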;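 note: 0% = neutral control wells and 100% = L-leucinethiol positive control wells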
# CASP6 VEID inh: inhibitors of human caspase-6; inhibition, % at 12.5 µM; P55212; hit rate 0.53% among 350,000; purified caspase-6, Z-VEID-R110 cleavage fluorescence;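 active = mean inhibition across replicates at least about 35%, with every replicate also reaching that limit, limit read from the data; inconclusive = only one of the two criteria met; inactive = neither criterion met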;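 note: 0% = median of neutral control wells and 100% = no fluorescence left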
# Target sequence (P55212 24-179 limits assumed): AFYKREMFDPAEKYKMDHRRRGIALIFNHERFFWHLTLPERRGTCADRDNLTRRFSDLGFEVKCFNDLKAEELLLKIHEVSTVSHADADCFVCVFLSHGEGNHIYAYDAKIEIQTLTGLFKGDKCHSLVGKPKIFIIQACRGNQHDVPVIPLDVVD
# Target sequence (P55212 194-293 limits assumed): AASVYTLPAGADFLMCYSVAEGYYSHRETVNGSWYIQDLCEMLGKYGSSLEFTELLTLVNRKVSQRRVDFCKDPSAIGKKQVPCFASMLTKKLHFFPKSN
# Starred values were filed as active, the others as inactive; ? = inconclusive; nt = no result given; [ ] = another dose, or the depositor's remark.
# Results follow in this order: miR-122 sensor, DENV2 CPE, SIRT5 block, F508del corr, ERp5 inh, ERAP1 HTS inh, CASP6 VEID inh
CCOC(=O)C1=CN(Cc2ccco2)S(=O)(=O)N(C)C1c1cccc(OC)c1 (configuration not stated)
    27, -1, -5, -2.5, 3, 2, 7
CO[C@@H]1CN(C)C(=O)c2ccc(NC(C)=O)cc2OC[C@H](C)N(CCC(F)(F)F)C[C@@H]1C
    3[16.7 µM], 9, 4, -0.5, -7, -2, 1
CCc1cc(C(=O)N2CCCC(CCC(=O)N3CCN(c4ccccn4)CC3)C2)no1 (configuration not stated)
    1, 0, 0, nt, -1, 2, 0
COc1ccc(CCNC(=O)CC2SC(=NCCc3ccccc3)NC2=O)cc1OC (configuration not stated)
    nt, 5, -2, nt, 5, 3, -1
CCOC(=O)C1(CCOc2ccccc2)CCN(Cc2cnc(SC)nc2)CC1
    -3, 6, -9, 0.4, 1, -3, -1
CN1C(=O)c2cc(NC(=O)C3CCCCC3)ccc2OC[C@H]2O[C@@H](CC(=O)NCc3ccccc3F)CC[C@H]21
    -10[16.7 µM], 8, -1, 0.8, -1, -4, 4
O=C(COC(=O)/C=C/c1ccc(OC(F)F)cc1)NCCN1C(=O)CSC1=O
    nt, 1, nt, -8.0, -5, 0, 1
CC(=O)c1ccc(Nc2cc(C)nc3c(C)cccc23)cc1
    11, 0, 0, 3.5, -1, -1, 5
CC(C)N(C(=O)CSc1nc2ccccc2c(=O)[nH]1)C(C)C
    nt, 7, -3, 1.0, 1, 8, -4
COc1ccc(COC(=O)c2ccc(Cl)c(S(=O)(=O)N3CC(C)OC(C)C3)c2)cc1 (configuration not stated)
    -6, ?, -4, 3.5, 10, -2, -2
COCOCCn1cc(CN2CCS(=O)(=O)N(Cc3ccc(-c4cccc(CO)c4)cc3)C(C)C2=O)nn1 (configuration not stated)
    -2, 3, -4, -0.8, -3, nt, -4
O=C(CCn1c(=S)[nH]c2ccccc2c1=O)N1CCOCC1
    -7, -3, 1, -0.5, -1, 2, 3
CCn1c(NCc2ccco2)nc2ccccc21
    nt, -6, 0, -0.2, 0, 5, 0
NNC(=O)c1cccc(Cn2cc(Br)c([N+](=O)[O-])n2)c1
    nt, -4, -5, 1.2, 7, 0, -2
Cc1cc(C(=O)CCC(=O)Nc2ccc(C(N)=O)cc2)c(C)s1
    3, ?, nt, -2.3, -2, 2, -2
O=C(Nc1cccc(-c2nc3cccnc3s2)c1)c1cccnc1Cl
    -8, -6, 0, -0.2, 6, nt, 2
CCOC(=O)N1CCN(C(=O)C(=O)c2cn(CC(=O)N3CCCCCC3)c3ccccc23)CC1
    nt, 6, 1, 4.1, 1, -2, 1
CCOC(=O)c1c(O)c2ccccc2oc1=O
    -4, -2, 3, -1.5, -6, 2, 0
O=C(Nc1ccccc1)[C@H]1[C@H](CO)[C@H]2Cn3c(cccc3=O)[C@H]2N1CC1CC1
    -6[16.7 µM], -4, 0, 0.2, -1, 2, -4
O=C(NCC1CC1(Cl)Cl)Nc1ccc(Cl)c(Cl)c1 (configuration not stated)
    36, -4, -3, -0.9, -4, 4, -2
CO[C@@H]1CN(C)C(=O)c2cc(NC(=O)c3ccc(F)cc3)ccc2OC[C@H](C)N(C(=O)CN(C)C)C[C@@H]1C
    nt, -6, -2, -3.3, 0, -1, 1
CCOC(=O)Cn1cc(/C=N/NC(=O)c2cc3ccccc3o2)c2ccccc21
    nt, 1, 0, -2.3, 0, 6, -3
Cc1ccc(CN(C)CC(=O)Nc2ccccc2C(=O)NC2CC2)o1
    -3, -3, -5, -2.8, 3, 3, 1
C[C@H]1CN([C@@H](C)CO)C(=O)Cc2cc(NS(=O)(=O)c3cn(C)cn3)ccc2O[C@@H]1CN(C)CC1CC1
    6[16.7 µM], -1, 3, -1.8, -1, 0, nt
C[C@@H]1CN([C@@H](C)CO)C(=O)c2cccc(NS(=O)(=O)c3ccccc3)c2O[C@H]1CN(C)S(=O)(=O)c1cccs1
    23[16.7 µM], 15, -1, 0.0, 5, -4, 1
CC1=C/C(=N\S(=O)(=O)c2ccccc2)C(C(C)C)=CC1=O
    nt, -2, 1, -4.7, -1, -1, 1
CC=Cc1ccc2n(c1=O)C[C@@H]1[C@@H](CO)[C@H](C(=O)NCCc3ccccc3)N(C(C)=O)[C@H]21 (mixture of isomers)
    nt, -2, -10, nt, 2, -3, 61*
O=C(C[C@@H]1C[C@@H]2c3cc(NC(=O)C4CCOCC4)ccc3O[C@@H]2[C@H](CO)O1)NCc1cccnc1
    -2[16.7 µM], -4, -2, 0.4, -7, 1, -1
C[C@@H]1CCCCO[C@@H](CN(C)C(=O)NC2CCCCC2)[C@@H](C)CN([C@H](C)CO)C(=O)c2cc(NS(=O)(=O)c3ccccc3)ccc2O1
    19[16.7 µM], -7, 5, -0.4, -2, 2, -4
NC(N)=Nc1nc2ccc([N+](=O)[O-])cc2[nH]1
    6, 2, 0, -1.0, 0, 3, 0
O=C(/C=C/c1ccc(Cl)cc1)Nc1ccc(N2CCOCC2)cc1
    nt, ?, -1, -1.0, -1, 4, 8
Cc1nc(SCC(=O)NCc2ccccc2)c2c(=O)n(C)c(=O)n(C)c2n1
    nt, -5, -3, 0.3, -4, 4, 1
Cc1ccc(C(=O)OCC(=O)NCCNC(=O)COC(=O)c2ccc(C)s2)s1
    nt, -8, -6, -1.1, -2, -1, -2
Nc1nnc(SCc2nc3scc(-c4ccccc4)c3c(=O)[nH]2)s1
    7, 2, 2, 0.9, -1, nt, 0
CC(C(=O)NCC1CCCCC1)N1CCN(S(=O)(=O)c2ccccc2F)CC1 (configuration not stated)
    3, -3, -2, 2.5, 1, 1, -1
C[C@H](CO)N1C[C@H](C)[C@H](CN(C)Cc2ccc(C(F)(F)F)cc2)OCCCC[C@H](C)Oc2ccc(N(C)C)cc2C1=O
    -13[16.7 µM], -8, 2, 2.5, 7, -1, 0
CC(=O)c1c(C)[nH]c(C(=O)NNC(=O)COc2ccc(Cl)cc2C)c1C
    nt, -9, -1, -0.3, 2, -6, 3
CO[C@@H]1CN(C)C(=O)c2cc(NC(=O)CC(F)(F)F)ccc2OC[C@H](C)N(S(=O)(=O)c2cn(C)cn2)C[C@@H]1C
    nt, 14, 16*, -2.4, 2, 0, 0
O=C(O)CSc1cc(NS(=O)(=O)c2ccc(Cl)cc2)c2ccccc2c1O
    nt, -2, 3, 0.0, 5, 8, 96*
Cc1ccc(OCC(=O)Nc2ccc(N3CCN(C(=O)c4ccco4)CC3)cc2)cc1C
    nt, -2, 4, -3.7, 0, 0, 3
COc1ccc2nc(NC(=O)CCc3cc(OC)c(OC)c(OC)c3)sc2c1
    nt, -1, -3, 0.1, 4, 2, 9
COC(=O)[C@]12CCCCC=C1N(Cc1ccccc1)C(=O)[C@H](CC(=O)NCCCCc1ccccc1)C2
    nt, -14, 17*, 0.5, 7, nt, 0
C/C=C/c1ccc([C@H]2[C@@H](CO)N(C(=O)C3CCC3)[C@@H]2CNC(=O)CN(C)C)cc1
    nt, -2, -2, -0.4, 6, nt, nt
CCCn1c(Nc2ccc(Cl)cc2)nc2ccccc21
    -3, nt, -8, nt, 2, 0, -1
O=C(O)c1ccccc1NC(=O)N1CCOCC1
    nt, -4, -3, -2.3, 4, -6, 1
Cc1ccc(S(=O)(=O)Nc2ccc3c(c2)C(=O)N([C@H](C)CO)C[C@@H](C)[C@@H](CN(C)C(=O)NC(C)C)OCCCC[C@H](C)O3)cc1
    24[16.7 µM], 11, 8, -0.6, 0, -2, -1
O=C(Nc1ccc(NS(=O)(=O)c2ccccc2)cc1)c1ccccc1
    nt, 1, 3, -0.5, 7, 0, nt
CC(C)(C)OC(=O)CC[C@@H](C(=O)NCCCCCCCCCCC(=O)N1CCN(C(=O)OC(C)(C)C)CC1)n1cc(CCCCCNC(=O)OC(C)(C)C)nn1
    -5, nt, nt, 1.2, 0, nt, -1
CO[C@H]1CN(C)C(=O)c2cc(NC(=O)Nc3ccccc3F)ccc2OC[C@@H](C)N(Cc2ccccc2C(=O)O)C[C@@H]1C
    nt, -1, nt, 2.3, 3, 1, 0
CNC[C@@H]1Oc2c(NC(=O)Nc3ccc4c(c3)OCO4)cccc2C(=O)N([C@@H](C)CO)C[C@@H]1C
    -7[16.7 µM], -1, nt, -0.6, -5, -3, 1
C[C@@H]1CN([C@@H](C)CO)C(=O)c2cc(NS(=O)(=O)c3cn(C)cn3)ccc2O[C@H]1CN(C)C(=O)NC1CCCCC1
    2[16.7 µM], 45*, 3, 0.9, 8, 0, -1
COc1ccc(S(=O)(=O)N2C[C@H](O)COC[C@@H]3O[C@H](CC(=O)NCCN4CCCCC4)CC[C@H]32)cc1
    2[16.7 µM], -4, 3, 1.7, -1, 1, -3
Cc1cc(C)c(CN2CCN(C(=O)CC[C@H]3O[C@@H](n4ccc(=O)[nH]c4=O)[C@H](O)[C@@H]3O)CC2)c(C)c1
    -3, 3, -3, -1.4, 4, 0, 1
CCNC(=S)N1CCN(CCN=CC2=C(O)CC(C)(C)CC2=O)CC1
    -4, 12, -2, -1.0, 3, -2, -1
Cc1ccc(S(=O)(=O)N(C)S(=O)(=O)c2ccc(C)cc2)cc1
    nt, -2, nt, -1.4, 1, 2, 2
O=C(COc1ccccc1Br)NCCC1=CCCCC1
    8, -3, 0, 2.5, -6, 5, 2
CC(=O)N1CCN=C1SCc1ccc(C)cc1
    -1, -3, nt, 2.5, -8, -2, 0
COc1ccc(CN(C)C(=O)CNC(=O)c2ccc3ccccc3c2)c(OC)c1
    nt, 6, 1, -4.2, -1, -1, 1
CCOc1ccc(-n2ccnc2)nn1
    0, 8, 0, 4.1, -3, 2, 1
Fc1ccc2nc3n(c2c1F)CCCCCC3
    -8, 1, -3, 0.7, 0, 8, 0

# Next part:
# Results follow in this order: miR-122 sensor, DENV2 CPE, SIRT5 block, F508del corr, ERp5 inh, ERAP1 HTS inh, CASP6 VEID inh
NS(=O)(=O)c1ccc(CCNC(=O)c2ccc3c(c2)OCO3)cc1
    nt, 11, -1, 6.2, -1, 2, 1
COc1ccc(CC2(CO)CCN(Cc3ccncc3)CC2)cc1
    nt, 2, -3, -2.1, 0, 3, -1
Cc1ccc(C)c(N2CCN(C(=O)CCc3nc(-c4ccccc4C)no3)CC2)c1
    0, -7, -4, -2.7, 4, -2, 1
CC(=O)Nc1ccc2c(c1)C(=O)N(C)[C@H]1CC[C@H](CC(=O)NCc3ccc(F)cc3)O[C@H]1CO2
    11[16.7 µM], 8, -4, 0.5, -10, 2, -6
COc1ccc(C2=NN(c3ccccc3)C(c3ccc(OC)c(OC)c3)C2)cc1 (configuration not stated)
    -1, 5, 7, -0.1, 2, 1, 0
COc1ccc(CCNC(=O)C2CCN(C(=O)c3ccc(Cl)cc3)CC2)cc1OC
    nt, -1, -4, -2.3, 17, -4, 1

# Ordered by value in F508del corr (ascending): some entries from above.
smiles | miR-122 sensor | DENV2 CPE | SIRT5 block | F508del corr | ERp5 inh | ERAP1 HTS inh | CASP6 VEID inh
Cc1ccc(C)c(N2CCN(C(=O)CCc3nc(-c4ccccc4C)no3)CC2)c1 | 0 | -7 | -4 | -2.7 | 4 | -2 | 1
COc1ccc(CCNC(=O)C2CCN(C(=O)c3ccc(Cl)cc3)CC2)cc1OC | nt | -1 | -4 | -2.3 | 17 | -4 | 1
COc1ccc(CC2(CO)CCN(Cc3ccncc3)CC2)cc1 | nt | 2 | -3 | -2.1 | 0 | 3 | -1
COc1ccc(C2=NN(c3ccccc3)C(c3ccc(OC)c(OC)c3)C2)cc1 (configuration not stated) | -1 | 5 | 7 | -0.1 | 2 | 1 | 0
CC(=O)Nc1ccc2c(c1)C(=O)N(C)[C@H]1CC[C@H](CC(=O)NCc3ccc(F)cc3)O[C@H]1CO2 | 11[16.7 µM] | 8 | -4 | 0.5 | -10 | 2 | -6
NS(=O)(=O)c1ccc(CCNC(=O)c2ccc3c(c2)OCO3)cc1 | nt | 11 | -1 | 6.2 | -1 | 2 | 1
